ARFGAP1 inh: inhibitors of rat ARFGAP1 GAP activity, primary screen, biochemical, fluorescence polarization, GDP tracer; ADP-ribosylation factor GTPase-activating protein 1 (Rattus norvegicus), Q62848; Arfgap1-stimulated ARF1 GTP hydrolysis, GDP FP detection; inhibition, % at 16.5 µM; 360,000 tested, 0.26% active; AID 651572, 2012;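 active = inhibition above a per-plate limit, mean inhibition of low control wells plus 3 SD, cut at about 25% in these data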;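 note: 0% = DMSO wells with enzyme and 100% = wells lacking Arfgap1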
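system = rat Arfgap1 catalytic domain, aa 1-136 | technique = FP, GDP Alexa 633 tracer displaced from anti-GDP antibody, 620/688 nm | compound = one concentration, 16.5 µM, DMSO 1.26% | medium = HEPES-based buffer, pH 7.5 | timing = compound-enzyme preincubation 20 min, reaction 120 min, detection 60 min, 25 °C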
ADAM17 inh: ADAM17 inhibitors, primary screen, biochemical, QFRET; Disintegrin and metalloproteinase domain-containing protein 17 (Homo sapiens), P78536; recombinant ADAM17, EDANS/DABCYL FRET peptide cleavage; inhibition, % at 6.95 µM; 370,000 tested, 0.83% active;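 active = inhibition above the mean of compounds lying between control limits plus 3 SD, set per campaign, cut at about 8.5% in these data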;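 note: 0% = DMSO-only wells as the low control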
Target sequence (P78536 215-824 limits assumed): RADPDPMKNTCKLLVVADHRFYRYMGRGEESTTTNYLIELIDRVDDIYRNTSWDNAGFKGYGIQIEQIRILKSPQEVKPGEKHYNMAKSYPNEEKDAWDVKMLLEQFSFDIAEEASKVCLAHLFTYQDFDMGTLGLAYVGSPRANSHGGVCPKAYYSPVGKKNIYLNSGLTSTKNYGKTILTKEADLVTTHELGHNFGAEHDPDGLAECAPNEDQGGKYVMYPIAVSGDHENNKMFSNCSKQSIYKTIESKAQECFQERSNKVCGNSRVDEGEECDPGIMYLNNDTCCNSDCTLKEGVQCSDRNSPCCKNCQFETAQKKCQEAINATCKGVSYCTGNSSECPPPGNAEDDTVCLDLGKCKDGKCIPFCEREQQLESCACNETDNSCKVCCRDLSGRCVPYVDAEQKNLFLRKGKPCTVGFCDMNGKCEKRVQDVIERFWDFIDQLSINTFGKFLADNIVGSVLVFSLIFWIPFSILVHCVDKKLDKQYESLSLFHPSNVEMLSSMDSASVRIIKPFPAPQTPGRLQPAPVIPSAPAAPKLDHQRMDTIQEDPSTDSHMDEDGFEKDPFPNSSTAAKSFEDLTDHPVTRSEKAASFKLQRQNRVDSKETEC
TDP2 inh: human TDP2 enzyme inhibitors, primary screen, biochemical, epi absorbance, recombinant enzyme. T5PNP hydrolysis, p-nitrophenol absorbance 415 nm. inhibition, % at 12.8 µM. 370,000 tested, 0.34% active;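 active = inhibition above the mean of all tested compounds plus 3 SD, set per campaign, cut at about 25% in these data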;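 note: 0% = DMSO with enzyme and 100% = buffer with substrate but no TDP2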
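Evaluation: % inhibition relative to enzyme-containing and enzyme-free wells. Material: recombinant human TDP2. Benchmarks: enzyme-free and DMSO wells. Timing: enzyme reaction with compound for 2 h at 37 °C. Compound dosing: 12.8 µM only. Measured by: p-Nitrophenol epi absorbance. Reagent: T5PNP substrate at 5 mM, a TopII-DNA adduct mimic. Replication: single well per compound.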
PLC-gamma1 inh: PLC-gamma1 enzyme inhibitors, primary screen, biochemical, fluorescence, purified enzyme | AID 720700, 2013 | inhibition, % at 12.2 µM | 1-phosphatidylinositol 4,5-bisphosphate phosphodiesterase gamma-1 (Homo sapiens), P19174 | 370,000 tested, 0.84% active | fluorogenic substrate; in the data active = inhibition above about 9.5%
DDE Tn7 FP inh: inhibitors of Tn7 peptide binding to fibrin DD(E), primary screen, biochemical, fluorescence polarization, human fibrin, Tn7 probe | FP displacement of FITC-Tn7 peptide from fibrin DD(E); 0% = median of compound wells per plate | inhibition, % at 8.3 µM | AID 720508, 2013 | 370,000 tested, 0.13% active | Fibrinogen beta chain (Homo sapiens), P02675;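 active = inhibition above the mean of compounds falling within the control limits plus 3 SD of them, cut at about 14% in these data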;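 note: 0% = plate median of compound wells and 100% = 10 µM Aha-Tn7 peptide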
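System: human fibrin DD(E); quantity: Fibrin-DD(E) at 2 µM final; also added: fluorescent Tn7 probe at 0.1 µM; compound dosing: single nominal test concentration of 8.3 µM per compound; schedule: 10 min preincubation, 3 h with tracer, room temperature; detection: fluorescence polarization of the labelled Tn7 tracer; repeats: one replicate per compound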
DDE Tn6 FP inh: inhibitors of Tn6 peptide binding to fibrin DD(E), primary screen, biochemical, fluorescence polarization, human fibrin, Tn6 probe; inhibition, % at 8.3 µM; Fibrinogen beta chain (Homo sapiens), P02675; Fibrin DD(E) TRITC-Tn6 fluorescence polarization displacement; 370,000 tested, 0.21% active; AID 720509, 2013;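 active = inhibition above a per-campaign cutoff: mean of compounds within control limits plus 3 SD, cut at about 15% in these data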;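 note: 0% = median of all compound wells on the plate and 100% = blocking peptide control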
proKLK7 act: proKLK7 zymogen activators, primary screen, biochemical, fluorescence intensity | Kallikrein-7 (Homo sapiens), P49862 | purified proKLK7, EDANS-DABCYL substrate fluorescence; 100% is mature enzyme control, 0% vehicle | activation, % at 7 µM | 370,000 tested, 0.9% active;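 active = activation above the mean of all tested compounds plus 3 SD, computed per campaign excluding outliers beyond control limits, cut at about 13% in these data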
LEDGF integ inh: blockers of LEDGF/p75-dependent integrase strand transfer – biochemical, TR-FRET, high throughput, primary screen; AID 743269, 2014; inhibition, % at 3.7 µM; 370,000 tested, 0.64% active; HIV-1 integrase (with human LEDGF/p75); TR-FRET IN-LEDGF/p75 DNA integration, Eu/Cy5;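 active = inhibition above the screen-wide mean plus 3 SD, cut at about 13% in these data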;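 note: signal is the Cy5 over europium emission ratio at 671 and 618 nm; 0% = plate median of compound wells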
ADAM10 inh: human ADAM10 inhibitors, primary screen, biochemical, QFRET, HTS. recombinant ADAM10, EDANS/DABCYL FRET peptide cleavage, 3 h. AID 720582, 2013. inhibition, % at 7 µM. 370,000 tested, 0.62% active. Disintegrin and metalloproteinase domain-containing protein 10 (Homo sapiens), O14672;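 active = inhibition above a per-campaign cutoff equal to the mean of compounds falling between control-based bounds plus 3 SD, cut at about 20% in these data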;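 note: 0% = DMSO wells while the 100% control is not disclosed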
ASAP1 GAP inh: inhibitors of human ASAP1 ArfGAP activity, primary screen, biochemical, fluorescence polarization; Arf-GAP with SH3 domain, ANK repeat and PH domain-containing protein 1 (Homo sapiens), …; ASAP1-stimulated ARF1 GTP hydrolysis, GDP FP detection; inhibition, % at 16.5 µM; 360,000 tested, 0.19% active; in the data active = inhibition above about 25%;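 note: 0% = vehicle with enzyme and substrate and 100% = no enzyme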
Target sequence (Q9ULH1 325-724 limits assumed): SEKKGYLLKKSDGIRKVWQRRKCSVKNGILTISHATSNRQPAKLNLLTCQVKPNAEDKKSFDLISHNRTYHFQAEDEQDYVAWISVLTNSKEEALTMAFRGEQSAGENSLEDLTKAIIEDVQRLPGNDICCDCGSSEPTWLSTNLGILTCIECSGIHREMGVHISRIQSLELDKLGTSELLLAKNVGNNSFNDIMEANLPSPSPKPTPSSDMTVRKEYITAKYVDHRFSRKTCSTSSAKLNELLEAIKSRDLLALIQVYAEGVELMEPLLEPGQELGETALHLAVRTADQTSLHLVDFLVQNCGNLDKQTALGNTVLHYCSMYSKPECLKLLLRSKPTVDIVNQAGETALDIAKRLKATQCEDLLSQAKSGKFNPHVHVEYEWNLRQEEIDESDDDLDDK
* = called active by the depositor; i = inactive; . = not tested or not shown.

[1] CCN(CC)CCN(C(=O)c1ccc2c(c1)CCCC2)c1nc2ccc(C)cc2s1
[2] CN(c1cccc(NS(=O)(=O)c2cccs2)c1)S(C)(=O)=O
[3] CCn1c(=O)c(C(=O)Nc2ccccc2)c(O)c2ccccc21
[4] Cc1cccc(NC(=O)CCc2c(C)nn(-c3ccc(N4CCCCC4)nn3)c2C)c1
[5] CCOc1ccc(/C=C(/NC(=O)c2ccccc2Cl)C(=O)O)cc1
[6] COc1ccc(CN2CCN(C(=O)CCC(=O)c3ccc(C)s3)CC2)cc1OC

Screen / compound no.,1,2,3,4,5,6
ARFGAP1 inh,3,12,8,14,-3,3
ADAM17 inh,-3,-2,-1,-1,-3,2
TDP2 inh,4,-9,13,13,-10,0
PLC-gamma1 inh,-7,1,0,-4,1,-10
DDE Tn7 FP inh,2,0,-12,-3,7,-1
DDE Tn6 FP inh,5,8,0,-6,4,8
proKLK7 act,-0.5,0.1,0.7,-0.5,-0.1,0.6
LEDGF integ inh,-2,-3,-4,-1,-1,-1
ADAM10 inh,-5,4,0,3,1,-5
ASAP1 GAP inh,1,-12,5,5,8,-7

[7] Cn1cnnc1SC(C(=O)Nc1ccc(F)cc1)c1ccccc1 (configuration not stated)
[8] O=C(c1cc(COc2cccc(C(F)(F)F)c2)on1)N1C[C@@H]2CCC[C@H]1C2
[9] CC(=O)NC1CC2CCCC(C1)N2C(=O)Nc1ccc(Cl)c(C(F)(F)F)c1 (configuration not stated)
[10] COc1ccccc1C(=O)NNC(=O)C(=O)Nc1cccc(Cl)c1C
[11] Cc1ccc(Cl)cc1NC(=O)Cn1cc2c(n1)CCCC2
[12] COc1ccccc1NS(=O)(=O)c1cccc(C(=O)N2CCCCCC2)c1

Screen / compound no.,7,8,9,10,11,12
ARFGAP1 inh,-4,-9,9,7,4,13
ADAM17 inh,-1,0,-6,-1,3,0
TDP2 inh,1,3,5,-11,5,5
PLC-gamma1 inh,2,-2,2,0,1,-4
DDE Tn7 FP inh,1,1,1,8,8,9
DDE Tn6 FP inh,5,3,3,-3,2,0
proKLK7 act,0.6,0.1,0.5,0.5,0.4,0.6
LEDGF integ inh,-1,-1,3,3,2,-2
ADAM10 inh,4,4,-11,-4,2,-4
ASAP1 GAP inh,-7,-4,8,-10,19,-16

[13] CNS(=O)(=O)c1ccc(OC)c(-c2nnc3c4ccccc4c(C)nn23)c1
[14] Cc1ccc(-c2cc(-c3ccccc3)c(C#N)c(N)n2)o1
[15] Cc1ccc(/C=N/NC(=O)c2ccco2)s1
[16] CC1CCCN(CCCN2C(=O)C3C(C(=O)Nc4cccc(Cl)c4)C4C=CC3(O4)C2C(=O)NC2CCCCC2)C1 (configuration not stated)
[17] COc1cccc(C(Nc2ccccn2)c2oc(CO)cc(=O)c2O)c1 (configuration not stated)
[18] O=C(COC(=O)c1ccccc1)NC12CC3CC(CC(C3)C1)C2

Screen / compound no.,13,14,15,16,17,18
ARFGAP1 inh,-1,-6,3,2,9,-4
ADAM17 inh,-7,-143,-1,0,13*,4
TDP2 inh,6,1,-8,-6,-1,-9
PLC-gamma1 inh,-3,-248,0,-3,-3,6
DDE Tn7 FP inh,-2,2,-10,2,-2,5
DDE Tn6 FP inh,4,1,-11,6,1,3
proKLK7 act,-0.1,-2.6,0.6,0.2,0.0,0.0
LEDGF integ inh,-1,-1,3,0,3,-2
ADAM10 inh,-10,i,6,-5,1,6
ASAP1 GAP inh,-8,10,-6,11,0,-5

[19] O=C(NNS(=O)(=O)c1ccccc1[N+](=O)[O-])c1cccc(Br)c1
[20] CC(C)(C)n1ncc2c(=O)n(CC(=O)NCc3ccco3)cnc21
[21] Nc1cc(=O)[nH]c(=O)n1Cc1ccco1
[22] C=C(C)C(O)Cc1c(OC)ccc(C(=O)/C=C/c2ccc(O)cc2)c1O (configuration not stated)
[23] Cc1ccc(S(=O)(=O)N2CCN(C(=O)CN3CCOCC3)C2C(C)C)cc1 (configuration not stated)
[24] COCCN(C(=S)Nc1ccc(C(C)C)cc1)C(C)c1cccs1 (configuration not stated)

Screen / compound no.,19,20,21,22,23,24
ARFGAP1 inh,-1,8,-7,15,1,-13
ADAM17 inh,1,-4,-1,1,0,-3
TDP2 inh,10,7,-4,0,12,0
PLC-gamma1 inh,5,2,0,-7,-2,-2
DDE Tn7 FP inh,2,-2,1,6,-5,1
DDE Tn6 FP inh,0,-2,-3,-4,-2,0
proKLK7 act,-1.4,-0.3,-0.3,0.0,-0.2,0.5
LEDGF integ inh,4,0,-2,-2,1,-3
ADAM10 inh,0,0,-2,-2,6,-8
ASAP1 GAP inh,-4,5,-11,6,-1,0

[25] COc1cc(/C=C/C(=O)c2ccc3c(c2)OCO3)cc(Cl)c1O
[26] C=CCOc1c(Br)cc(/C=C(\C#N)C(N)=O)cc1OC
[27] COc1ccc(C(=O)NC(=S)NCc2ccco2)cc1
[28] O=S(=O)(NCc1ccccc1Br)c1ccccc1Br
[29] Cn1c(SCC(=O)NNC(=S)Nc2ccccc2)nnc1-c1ccccc1
[30] Cc1ccc(C(=O)C2CCN(CC(=O)NC(C)C)CC2)cc1

Screen / compound no.,25,26,27,28,29,30
ARFGAP1 inh,5,-12,6,3,10,.
ADAM17 inh,6,-1,-4,0,7,1
TDP2 inh,-5,-13,-8,6,-6,8
PLC-gamma1 inh,-72,-1,1,-1,3,1
DDE Tn7 FP inh,-9,5,-6,4,-1,5
DDE Tn6 FP inh,-3,10,-4,11,-3,-1
proKLK7 act,-1.0,0.8,0.4,-0.1,-0.2,0.0
LEDGF integ inh,0,-2,6,-1,-5,3
ADAM10 inh,12,3,-4,9,1,-2
ASAP1 GAP inh,-3,-9,-6,5,-2,.

[31] O=C(NCc1cccnc1)Nc1cccc(NC(=O)NCc2cccnc2)c1F
[32] C#CCOCCOCCOCCNc1nc(N2CCOCC2)nc(N2CCN(C(=O)Cn3cc(CCCCN)nn3)CC2)n1
[33] Cc1cc(=O)n2[nH]c(-c3ccc(Cl)cc3)cc2n1
[34] Cc1ccc(-n2c(=O)[nH]c3c(C(N)=O)nc(-c4ccc(C)o4)nc32)cc1
[35] COC(=O)c1ccc(NC(=O)C(=O)N2CCN(C(=S)Nc3cccc(C)c3C)CC2)cc1
[36] Cc1c(Cl)ccc2c(C(O)CBr)cc(-c3ccccc3)nc12 (configuration not stated)

Screen / compound no.,31,32,33,34,35,36
ARFGAP1 inh,4,3,-4,9,2,19
ADAM17 inh,-1,-5,-5,-14,1,5
TDP2 inh,3,-1,3,-11,6,0
PLC-gamma1 inh,0,0,-4,-94,0,-3
DDE Tn7 FP inh,5,8,-8,10,3,3
DDE Tn6 FP inh,-3,3,0,7,5,-1
proKLK7 act,-0.7,0.0,0.8,-17,0.7,-1.5
LEDGF integ inh,-3,2,0,-1,-1,-5
ADAM10 inh,-2,-11,-20,-64,6,-2
ASAP1 GAP inh,0,4,-5,2,-3,-7

[37] C[C@@H]1CN([C@@H](C)CO)C(=O)c2cc(Br)cnc2O[C@H]1CN(C)C(=O)c1ccccc1F
[38] Cc1cc(C(=O)NNC(=O)c2ccc(Cl)cc2)no1
[39] CCOc1cc2[nH]c(=S)n(CCC(=O)NCc3ccc(OC)cc3)c(=O)c2cc1OCC
[40] CC(=O)c1cccc(Nc2cc(C)nc3ccc(C)cc23)c1
[41] CCOC(=O)c1nn(-c2ccccc2)c(=O)cc1OCC(=O)Nc1cc(C)ccc1OC
[42] C=CCN(Cc1cccs1)C(=O)COc1ccc2c(c1)OCO2

Screen / compound no.,37,38,39,40,41,42
ARFGAP1 inh,-3,2,-8,-6,-3,-22
ADAM17 inh,0,-3,-1,1,-2,1
TDP2 inh,7,0,-9,-4,-1,-5
PLC-gamma1 inh,-1,2,7,1,0,0
DDE Tn7 FP inh,2,-2,5,0,-1,-2
DDE Tn6 FP inh,4,1,-5,-3,1,-3
proKLK7 act,0.4,-0.4,0.3,0.0,0.8,0.9
LEDGF integ inh,2,-1,-1,2,-3,-4
ADAM10 inh,-18,3,7,2,0,-11
ASAP1 GAP inh,-10,3,-1,-4,4,12

[43] C[N+](C)(C)CCN1C(=O)c2ccccc2C1=O
[44] CCCc1nnc2n1N=C(c1ccc(OC)c(OC)c1)CS2
[45] C#CCSc1nnnn1-c1cccc(Cl)c1
[46] Cc1ccc(NC(=O)C2C3/C=C\CCCCC32)cc1 (configuration not stated)
[47] Cc1cccc(-n2nnnc2SCc2csc(-c3ccccc3)n2)c1

Screen / compound no.,43,44,45,46,47
ARFGAP1 inh,-6,-1,-3,6,4
ADAM17 inh,-3,-1,-3,0,1
TDP2 inh,3,8,9,4,-3
PLC-gamma1 inh,3,5,2,1,1
DDE Tn7 FP inh,3,8,0,3,-6
DDE Tn6 FP inh,1,3,0,-5,-10
proKLK7 act,0.1,0.1,0.1,0.0,0.3
LEDGF integ inh,3,1,1,-1,4
ADAM10 inh,4,-7,-1,-3,1
ASAP1 GAP inh,11,-1,-5,-2,-2

Five of the compounds above, with values under each structure.
Under each structure – ARFGAP1 inh	ADAM17 inh	TDP2 inh	PLC-gamma1 inh	DDE Tn7 FP inh	DDE Tn6 FP inh	proKLK7 act	LEDGF integ inh	ADAM10 inh	ASAP1 GAP inh
(47) Cc1cccc(-n2nnnc2SCc2csc(-c3ccccc3)n2)c1
    4	1	-3	1	-6	-10	0.3	4	1	-2
(43) C[N+](C)(C)CCN1C(=O)c2ccccc2C1=O
    -6	-3	3	3	3	1	0.1	3	4	11
(45) C#CCSc1nnnn1-c1cccc(Cl)c1
    -3	-3	9	2	0	0	0.1	1	-1	-5
(44) CCCc1nnc2n1N=C(c1ccc(OC)c(OC)c1)CS2
    -1	-1	8	5	8	3	0.1	1	-7	-1
(46) Cc1ccc(NC(=O)C2C3/C=C\CCCCC32)cc1 (configuration not stated)
    6	0	4	1	3	-5	0.0	-1	-3	-2
